# From PubChem BioAssay
# ABHD5 PLIN5 PPI – ABHD5-PLIN5 interaction inhibitors, primary screen, cell lysate, split luciferase complementation, luminescence; Perilipin-5 (Homo sapiens) + 1-acylglycerol-3-phosphate O-acyltransferase ABHD5 (Homo …; Split G. princeps luciferase complementation, 4 h; inhibition, % at 4 µM; hit rate 0.78% among 360,000; AID 602281, 2012;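 active = inhibition above the mean inhibition across every tested compound plus 3 SD, cut at about 22% in these data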;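 note: 0% = DMSO only wells and the 100% control is not disclosed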
# Target sequence (Q00G26 whole entry, looked up): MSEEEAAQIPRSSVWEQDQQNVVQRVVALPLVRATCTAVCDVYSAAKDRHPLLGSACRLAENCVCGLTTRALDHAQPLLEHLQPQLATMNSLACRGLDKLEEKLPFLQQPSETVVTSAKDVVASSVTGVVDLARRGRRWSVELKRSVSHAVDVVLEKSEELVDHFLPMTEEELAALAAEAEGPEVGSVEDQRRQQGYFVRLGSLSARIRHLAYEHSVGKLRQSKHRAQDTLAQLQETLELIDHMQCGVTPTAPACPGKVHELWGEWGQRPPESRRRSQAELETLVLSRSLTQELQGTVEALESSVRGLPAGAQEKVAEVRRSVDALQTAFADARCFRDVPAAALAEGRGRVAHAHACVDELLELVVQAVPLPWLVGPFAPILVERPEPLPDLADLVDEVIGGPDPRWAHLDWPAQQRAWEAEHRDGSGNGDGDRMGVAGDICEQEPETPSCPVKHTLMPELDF
# Target sequence (Q8WTS1 whole entry, looked up): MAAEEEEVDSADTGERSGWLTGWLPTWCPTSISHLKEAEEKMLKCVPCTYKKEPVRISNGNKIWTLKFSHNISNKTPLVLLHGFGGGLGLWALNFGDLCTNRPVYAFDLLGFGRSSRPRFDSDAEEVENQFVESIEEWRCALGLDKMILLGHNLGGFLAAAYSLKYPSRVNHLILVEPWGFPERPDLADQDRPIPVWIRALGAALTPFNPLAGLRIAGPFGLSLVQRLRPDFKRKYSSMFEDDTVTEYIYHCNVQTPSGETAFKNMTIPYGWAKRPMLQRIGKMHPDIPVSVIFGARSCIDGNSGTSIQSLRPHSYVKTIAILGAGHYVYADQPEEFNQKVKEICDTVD
# COUP-TFII inh – NR2F2 transcriptional activity inhibitors, primary screen, cell-based, luciferase reporter, HEK293T, luminescence; hit rate 0.7% among 370,000; inhibition, % at 8.6 µM; AID 686940, 2013; HEK293T NGFI-A luciferase reporter;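 active = inhibition above a per-plate cutoff, mean inhibition of test wells between control levels plus 3 SD, cut at about 38% in these data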;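 note: cells cotransfected with COUP-TFII expression vector driving the NGFI-A reporter; 0% = median of COUP-TF2 test wells and 100% = reporter-only cells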
# LRH-1 inv ag – LRH-1 (NR5A2) inverse agonists, primary screen, cell-based, luminescence, HEK293T, StAR-luciferase reporter; Nuclear receptor subfamily 5 group A member 2 (Homo sapiens), O00482; LRH-1 transfected, 24 h; inhibition, % at 3.6 µM; hit rate 0.13% among 360,000; AID 602396, 2012;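 active = inhibition above the mean inhibition of all tested compounds plus 3 SD, cut at about 73% in these data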;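 note: 0% = DMSO wells and 100% = reporter-only cells lacking LRH-1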
# SRC1 inh – SRC1 coactivator transcriptional activity inhibitors, primary screen, cell-based, luminescence. HEK293 GAL4-SRC1 luciferase reporter. inhibition, % at 3.6 µM. hit rate 0.12% among 360,000;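 active = inhibition above the campaign mean plus 3 SD, with each screening campaign given its own cutoff, cut at about 60% in these data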;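 note: 0% = DMSO treated cells and 100% = gossypol at 36 µM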
# MC4R antag cAMP – MC4R antagonists of cAMP signaling, primary screen, cell-based, TR-FRET, antagonist arm of biased-ligand search | AID 540295, 2011 | inhibition, % at 6.5 µM | Melanocortin receptor 4 (Homo sapiens), P32245 | hit rate 0.48% among 360,000 | MC4R-expressing cells, MTII-stimulated cAMP, LANCE TR-FRET;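 active = inhibition above its plate's cutoff, the mean of tested wells on that plate plus 3 SD, cut at about 29% in these data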;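 note: 0% = Melanotan II alone and 100% = Melanotan II plus saturating MCL0020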
#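 Material – human MC4R-expressing U2OS cells · Repeats – no replicates · Detection – TR-FRET with Eu-cAMP and labeled anti-cAMP, 671 nm · Times – compound 30 min, challenge 1 h, detection 1 h · Compound – single nominal compound dose of 6.5 µM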
# NCOA3 inh – SRC3 coactivator transcriptional activity inhibitors, primary screen, cell-based, luminescence. HEK293 GAL4-SRC3 luciferase reporter. hit rate 0.17% among 360,000. AID 588352, 2011. Nuclear receptor coactivator 3 (Homo sapiens), Q9Y6Q9. inhibition, % at 3.6 µM;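 active = inhibition above a per-campaign cutoff, the mean of all compounds plus 3 SD, cut at about 60% in these data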;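 note: 0% = DMSO-treated cells and 100% = gossypol-treated cells at 36 µM; higher means less SRC3-driven luciferase light from the GAL4 reporter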
# NOD2-RIPK2 inh – NOD2-RIPK2 binding disruptors in cells, primary screen, fluorescence, CHO cells, BLA complementation; Receptor-interacting serine/threonine-protein kinase 2 (Homo sapiens), O43353; hit rate 0.38% among 360,000; CCF4 ratio; AID 624267, 2012; inhibition, % at 4.98 µM; in the data active = inhibition above about 21%;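 note: 0% = vehicle only and 100% = reference blocker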
# MC4R barr agon – MC4R agonists recruiting beta-arrestin, primary screen, cell-based, luminescence, agonist arm of biased-ligand search; AID 540308, 2011; Melanocortin receptor 4 (Homo sapiens), P32245; activation, % at 8.9 µM; hit rate 0.98% among 360,000; U2OS MC4R beta-arrestin complementation; percent of melanotan II response, DMSO zero;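 active = activation above a per-plate cutoff, the mean activation of sample wells on that plate plus 3 SD, cut at about 8% in these data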
# TLR9-MyD88 inh – inhibitors of TLR9-MyD88 association in cells, primary screen, cell-based, CHO, BLA complementation, fluorescence; Toll-like receptor 9 (Homo sapiens) + Myeloid differentiation primary response protein …; CCF4 FRET ratio; inhibition, % at 4.98 µM; hit rate 0.21% among 340,000; AID 504734, 2011;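 active = inhibition above the mean over all tested compounds plus 3 SD, cut at about 21% in these data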;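 note: 0% = DMSO only wells and 100% = clavulanate BLA inhibitor control wells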
# SRC2 inh – inhibition of GAL4-SRC2 driven luciferase reporter, primary screen, SRC2 inhibitor project, cell-based, luminescence. inhibition, % at 9 µM. HEK293 GAL4-SRC2 luciferase reporter. hit rate 0.17% among 370,000;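 active = inhibition above the mean inhibition of all tested compounds plus 3 SD, set per campaign, cut at about 52% in these data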;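 note: 0% = DMSO treated cells and 100% = cells given Gossypol at 36 µM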
# LMP1 NFkB inh – EBV LMP1-driven NF-kappaB luciferase reporter inhibitors, primary screen, cell-based, luminescence, single point; inhibition, % at 12.5 µM; LMP1-induced NF-kappaB luciferase reporter cells; hit rate 0.69% among 350,000; in the data active = inhibition above about 41%;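 note: 0% = neutral control wells and 100% = reference inhibitor control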
# Active calls of the source: *; . = not tested or not shown. The list is partial; rates above refer to the full screens.
SMILES,ABHD5 PLIN5 PPI,COUP-TFII inh,LRH-1 inv ag,SRC1 inh,MC4R antag cAMP,NCOA3 inh,NOD2-RIPK2 inh,MC4R barr agon,TLR9-MyD88 inh,SRC2 inh,LMP1 NFkB inh
CCC(C)NS(=O)(=O)c1cccs1 (stereo not given),-2,-9,0,1,-1,-4,-10,0.4,-1,19,12
O=C(NC(c1ccc(Cl)cc1)c1cnccn1)C1CCN(Cc2ccc(Cl)cc2)CC1 (stereo not given),-1,7,-3,6,1,-6,2,-0.3,.,-21,.
Cc1coc2c1c(C)cc1oc(=O)c(CC(=O)NCCC(=O)O)c(C)c12,-3,0,-9,10,-4,-15,5,-1.5,-1,6,5
CCc1ccccc1NC(=O)C1NC(=O)CC1c1ccccc1 (stereo not given),2,-18,-18,-7,8,2,-9,-1.3,-8,1,4
c1cnc2ccc3c(c2c1)COCO3,-6,0,-6,1,2,1,-16,-0.5,9,12,1
COc1ccc(S(=O)(=O)Nc2cc(C)on2)cc1OC,-4,3,4,-3,3,-3,0,-2.0,-2,-3,7
Cc1cn([C@H]2C[C@H](O)[C@@H](CNCc3cc(Cl)ccc3OCc3ccc(Cl)cc3)O2)c(=O)[nH]c1=O,3,-4,-10,-55,4,5,0,-1.4,-3,-7,6
CCOC(=O)[C@H]1[C@H]2COc3ccc(Br)cc3[C@@H]2N2C(=O)N(c3ccc(F)cc3)C(=O)[C@@]12C,-6,-2,-30,-1,7,-20,-19,1.1,3,5,3
Cc1csc(SCC(=O)Nc2c(C)n(C)n(-c3ccccc3)c2=O)n1,-10,8,2,1,3,-12,-9,0.0,2,0,-2
Cc1noc(C)c1CSc1nnc(-c2cc(Cl)ccc2Cl)n1N,-4,2,10,-16,5,12,10,-1.9,-2,-14,3
COc1ccc(C)cc1NC(=O)CN1CCN(CC(=O)Nc2ccccc2F)CC1,-4,-2,2,5,3,2,-1,-0.7,-5,-5,15
CCOC(=O)C1(c2ccccc2)CCCNC1=O (stereo not given),-1,17,-10,3,-10,10,-2,1.0,-12,-21,-1
OCC1(c2cc(C(F)(F)F)n[nH]2)CCCCC1,1,14,-2,14,0,13,0,-1.1,15,-13,7
Cc1ccc(NC(=O)c2cc(S(=O)(=O)N3CCCCC3)ccc2N2CCOCC2)cc1F,-8,-4,5,-24,4,8,4,-3.3,1,2,3
COc1ccc(C(=O)/C=C/C(=O)N(Cc2ccc3c(c2)OCO3)C(C(=O)NC2CCCCC2)c2ccncc2)c(O)c1 (stereo not given),3,-3,-40,11,4,-1,-8,0.3,-15,-7,-8
Cc1ccc(S(=O)(=O)N=S(CCO)CCO)cc1,8,4,5,-4,-4,13,4,0.7,3,3,-8
COc1ccccc1N1CCN(C(=O)CSc2nnc(C)n2C2CC2)CC1,0,-12,-9,3,4,-16,-7,0.9,-5,-6,5
COCCCN(C(=S)Nc1cc(C)cc(C)c1)C(C)c1ccncc1 (stereo not given),1,-11,-5,8,-3,17,-7,-0.4,8,-3,3
O=C(NNC(=O)c1ccncc1)Nc1ccc([N+](=O)[O-])cc1,0,-9,-7,1,6,4,-18,-1.5,2,6,-9
Cc1cccc(NC(=O)CNC(=O)CN2C(=O)NC3(CCCCC3C)C2=O)c1C (stereo not given),-12,-1,3,0,4,9,-17,-0.1,7,9,-7
O=C(CN1C(=O)c2ccccc2S1(=O)=O)Nc1ccon1,10,2,-6,4,12,-15,-1,-1.0,4,-14,-6
CCc1ccccc1S(=O)(=O)c1c(C)cc(C)nc1Cl,-7,0,8,7,-3,1,3,1.1,1,1,10
COc1cc(NC(=O)c2ccccc2)c(OC)cc1NC(=O)CN1CCCCC1,-5,-7,-6,1,0,2,-7,0.9,-6,9,-2
NC(=S)c1ccc(OCCCc2ccccc2)cc1,-11,-27,-64,-94,2,-189,-4,4.3,1,-34,-28
CCOC(=O)Cn1c(Br)nc2c1c(=O)[nH]c(=O)n2C,4,10,-2,0,0,-4,10,-0.2,3,3,-3
O=c1[nH]c(C2CCN(S(=O)(=O)c3ccccc3F)CC2)nc2c1nnn2Cc1ccc2c(c1)OCCO2,-9,17,-22,-6,-2,7,-5,-0.3,-2,0,-1
O=C(c1ccc(NC(=S)Nc2ccc(F)cc2F)cc1)N1CCOCC1,-9,0,8,-5,6,8,-12,-3.2,7,-3,-1
Cc1ccn(CC(=O)N2CCCC(N3CCN(c4cccc(Cl)c4)CC3)C2)n1 (stereo not given),8,-20,-1,-12,1,-10,-4,-2.6,1,1,-12
O=C1C=CC(n2cc(F)c(=O)[nH]c2=O)O1 (stereo not given),31*,14,24,24,2,30,-1,1.7,6,1,-21
COc1ccc(CCn2c(N)c(C(=O)NCc3ccco3)c3nc4ccccc4nc32)cc1OC,14,1,50,5,-5,-5,-3,-0.9,-7,-32,-1
COCCNC(=S)NNc1ccc(Cl)c(C(=O)O)c1,-24,-18,-6,-2,1,19,-7,-0.7,-4,-33,-6
COc1ccc(Br)cc1C(=O)Nc1ccc(O)cc1,12,6,-15,-12,-5,-10,-7,1.9,3,6,3
Cc1nn(Cc2ccccc2)c(Cl)c1/C=C/C(=O)OCC(=O)N(C)C1CCS(=O)(=O)C1 (stereo not given),6,-6,10,-21,15,-12,0,-2.5,-1,9,-7
CN(C)CC[n+]1ccc(C(=O)c2ccccc2)cc1,-1,-2,9,10,1,-1,-4,-1.7,0,-26,-6
Cc1cc(N2CCN(C)CC2)nc2ccc(NC(=S)N3CCCCCC3)cc12,4,-33,-16,-11,-1,-12,13,-2.4,6,0,0
Cn1c(=O)oc2cc(S(=O)(=O)Nc3ccc(C(=O)O)cc3)ccc21,1,9,0,-15,7,2,-8,-1.7,-3,-13,1
CC(=O)c1c(C)[nH]c(C(=O)Nc2cccc(C#N)c2)c1C,-2,-29,5,-10,-2,4,-20,-2.0,3,-24,-9
COc1ccc(C(=O)Nc2ccc(C)cn2)cc1S(=O)(=O)N1CCCc2ccccc21,-2,6,-21,-2,15,-7,-8,-0.6,-3,-4,6
COc1ccc(CNC(=O)C/C(C)=N/NC(=O)c2ccccc2OC)cc1,1,-20,-31,-23,9,-22,-5,-0.7,-12,-10,0
COc1ccccc1C(=O)Nc1ccc(S(=O)(=O)N2CCC(C)CC2)cc1,-4,12,-4,-8,8,3,12,0.0,-4,-2,-7
CC(C)(C)NC(=O)CN(C(=O)CS(=O)CC(=O)Nc1ccc(F)cc1)c1ccccc1F (stereo not given),-4,-7,-9,-4,1,-17,-9,0.7,6,15,-2
CC(=O)Nc1ccc(SCC(=O)Nc2sccc2C#N)cc1,4,-15,-49,-31,1,-25,-4,-2.6,9,-48,-32
COc1cc(C)ccc1OC(C)C(=O)Nc1ccc(N2CCCCC2)cc1 (stereo not given),-3,1,-5,8,0,11,-12,2.2,-6,-69,5
CC(C)(C)NC(=O)NC(=O)COC(=O)c1cccc(S(=O)(=O)N2CCCCC2)c1,1,2,2,-9,8,4,-2,-1.8,7,-4,6
O=S(=O)(c1ccccc1)N1CCN(c2nnnn2-c2ccccc2)CC1,4,-5,23,-9,5,11,-8,-1.3,2,-30,0
Cc1onc(-c2ccccc2)c1C(=O)Nc1nnc(N2CCCCCC2)s1,3,15,6,-32,-1,4,0,0.8,3,-7,-4
CCOC(=O)N1CCN(c2c(NCc3cccs3)c(=O)c2=O)CC1,-6,22,29,-12,-17,-10,-6,-0.6,6,-2,-3
CC(=O)NC1C(OCc2ccccc2)OC(COC(C)=O)C(OC(C)=O)C1OC(C)=O (stereo not given),-1,6,-8,-19,12,6,-11,-0.9,10,-2,8
COc1ccc(OC)c(N/C(C)=C/C(=O)c2ccccc2)c1,3,6,1,-71,-3,-30,-7,-2.0,-1,-26,-43
Cc1onc(-c2ccccc2Cl)c1C(=O)Nc1ccc(S(=O)(=O)Nc2nccs2)cc1,-4,15,-18,-5,11,-3,1,-1.1,5,13,-20
CCOC(=O)C1CCCN(C(=O)c2ccc([N+](=O)[O-])cc2)C1 (stereo not given),5,-1,-11,-7,9,10,-11,-1.0,-2,-18,0
CC(=O)Nc1cccc(-c2cc(NC(C)=O)c3ncc(-c4ccc(C(C)=O)cc4)n3c2)c1,-5,1,15,-4,33*,-18,9,9.0*,.,-9,.
COc1ccc(-c2nnc(SCC(=O)NCCC(C)C)nc2-c2ccc(OC)c(OC)c2)cc1OC,4,-6,2,2,8,-3,-10,0.2,4,-24,1
CCN=C1SCC(=O)N1c1ccc(OC)cc1,1,-12,-11,-6,-5,14,3,-1.5,6,-17,-12
CC(Cc1c[nH]c2ccccc12)C(=O)NCc1ccco1 (stereo not given),-5,-4,-4,3,10,4,3,-0.4,-5,3,11
CCOc1ccc(Br)cc1CSC(=N)N,6,22,24,24,2,19,-6,0.8,-1,0,21
CCOc1cc(C(=O)Nc2nnc(S(=O)(=O)N3CCOCC3)s2)cc(OCC)c1OCC,-4,-6,-14,-4,9,-32,3,-1.8,-4,7,-13
c1csc(-c2nn3cnnc3c3ccccc23)c1,0,6,17,-7,3,2,9,-1.5,6,3,13
CC(C)(C)c1ccc(C(=O)C2CCCN(C(=O)C3CCOCC3)C2)cc1 (stereo not given),-13,-4,11,-45,12,2,14,-0.4,15,-15,6
O=C1C(=Cc2cccs2)Oc2ccccc21,9,-25,-20,-27,-9,-8,-4,1.3,1,-7,-1

# Full records, quoted from the list:
# `Cc1onc(-c2ccccc2Cl)c1C(=O)Nc1ccc(S(=O)(=O)Nc2nccs2)cc1` reads ABHD5 PLIN5 PPI = -4; COUP-TFII inh = 15; LRH-1 inv ag = -18; SRC1 inh = -5; MC4R antag cAMP = 11; NCOA3 inh = -3; NOD2-RIPK2 inh = 1; MC4R barr agon = -1.1; TLR9-MyD88 inh = 5; SRC2 inh = 13; LMP1 NFkB inh = -20
# `CCOC(=O)C1CCCN(C(=O)c2ccc([N+](=O)[O-])cc2)C1` (stereo not given) reads ABHD5 PLIN5 PPI = 5; COUP-TFII inh = -1; LRH-1 inv ag = -11; SRC1 inh = -7; MC4R antag cAMP = 9; NCOA3 inh = 10; NOD2-RIPK2 inh = -11; MC4R barr agon = -1.0; TLR9-MyD88 inh = -2; SRC2 inh = -18; LMP1 NFkB inh = 0
